Source: PubChem BioAssay
PHOSPHO1 inh – PubChem AID 1565 | recombinant PHOSPHO1, absorbance phosphatase assay | inhibition, % at 13.3 µM | hit rate 1.1% among 290,000 | Phosphoethanolamine/phosphocholine phosphatase (Homo sapiens), Q8TCT1; in the data active = inhibition above about 60%
Target sequence (Q8TCT1 whole entry, looked up): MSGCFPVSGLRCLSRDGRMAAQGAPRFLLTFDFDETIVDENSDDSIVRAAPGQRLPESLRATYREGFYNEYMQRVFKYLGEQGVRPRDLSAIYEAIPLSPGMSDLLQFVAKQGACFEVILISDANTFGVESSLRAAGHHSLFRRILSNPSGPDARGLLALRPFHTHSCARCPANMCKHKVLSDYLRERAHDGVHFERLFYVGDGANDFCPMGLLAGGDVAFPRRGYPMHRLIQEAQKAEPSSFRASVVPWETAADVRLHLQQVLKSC
p-CIP stab down – p/CIP-EGFP fusion destabilizers, primary screen, fluorescence, F442A cells; AID 1984, 2009; 16 h; decrease of EGFP signal, % at 10 µM; Q05BA5; hit rate 0.01% among 290,000;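 active = EGFP signal decrease of at least 30% at 10 µM or well 3 SD below plate mean, unless failing retest; inactive = the rest, including hits failing retest or dose response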; also: some compounds called inactive have numbers as strong as hits; many of its hits are not listed in these tables
VIM-2 inhibitor – VIM-2 metallo-beta-lactamase inhibitors, primary screen, biochemical, epi-absorbance readout, Pseudomonas aeruginosa enzyme. purified VIM-2, nitrocefin hydrolysis, epi-absorbance fluorescence. inhibition, % at 5.6 µM. hit rate 0.89% among 290,000;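 active = inhibition above the mean of all tested compounds plus 3 SD, cutoff set per screening run, cut at about 7.5% in these data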;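 also: red hydrolysis product quenches plate fluorescence so inhibitors raise well fluorescence; 0% = enzyme with DMSO and 100% = DMSO without enzyme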
IMP-1 inhibitor – IMP-1 metallo-beta-lactamase inhibitors, primary screen, biochemical, epi-absorbance readout, Pseudomonas aeruginosa enzyme; metallo-beta-lactamase IMP-1 (Pseudomonas aeruginosa); purified IMP-1, nitrocefin hydrolysis, epi-absorbance fluorescence; inhibition, % at 5.6 µM; hit rate 0.45% among 290,000;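 active = inhibition above the mean plus 3 SD of all compounds in the same screening run, cut at about 4.5% in these data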;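 also: 0% = IMP-1 with DMSO and 100% = DMSO wells lacking enzyme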
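system = purified recombinant IMP-1 beta-lactamase | amount = 0.2 nM IMP-1, as dispensed | medium = HEPES buffer pH 7.1 with ZnSO4 and Brij 35 | times = 25 °C, 15 min preincubation, 25 min reaction | detection = plate fluorescence quenching by hydrolysis product, ex 480/em 530 nm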
HCV NS3 hel inh – inhibitors of HCV NS3 helicase, primary screen, biochemical, Cy5 molecular beacon fluorescence; inhibition, % at 10.9 µM; hit rate 0.56% among 290,000; Hepatitis C virus NS3 helicase; NS3 helicase DNA unwinding; AID 1800, 2009;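 active = inhibition above the mean of all tested compounds plus 3 SD, set per campaign, cut at about 35% in these data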;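 also: 0% = DMSO wells and 100% = thioflavine S control wells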
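assay system = NS3 helicase fragment of HCV | buffer or medium = MOPS pH 6.5, MgCl2, DTT, Tween20, BSA | timing = 60 min unwinding reaction at 25 °C after ATP addition | signal = Cy5 beacon fluorescence read at start and 1 h | read-out basis = % inhibition of unwinding | control set = low DMSO, high thioflavine S at 110 µM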
MEKK3 PB1 HTS – modulators of MEKK3-MEK5 PB1 binding, primary screen, biochemical, wildtype MEKK3, multiplex bead flow cytometry, Alexa488-MEK5. Mitogen-activated protein kinase kinase kinase 3 (Homo sapiens), Q99759. bead-based flow cytometry, Alexa488-MEK5 binding to MEKK3; actives lie on both sides; 0 = blocked by unlabeled MEK5, 100 = vehicle. binding response (% of control), % at 10 µM. hit rate 1.4% among 290,000. AID 1529, 2009;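 active = binding response more than 3 SD above or below the average of its plate-row segment, actives on both sides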;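 also: Alexa488 bead fluorescence after subtracting the streptavidin-only scavenger bead signal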
Target sequence (Q99759 whole entry, looked up): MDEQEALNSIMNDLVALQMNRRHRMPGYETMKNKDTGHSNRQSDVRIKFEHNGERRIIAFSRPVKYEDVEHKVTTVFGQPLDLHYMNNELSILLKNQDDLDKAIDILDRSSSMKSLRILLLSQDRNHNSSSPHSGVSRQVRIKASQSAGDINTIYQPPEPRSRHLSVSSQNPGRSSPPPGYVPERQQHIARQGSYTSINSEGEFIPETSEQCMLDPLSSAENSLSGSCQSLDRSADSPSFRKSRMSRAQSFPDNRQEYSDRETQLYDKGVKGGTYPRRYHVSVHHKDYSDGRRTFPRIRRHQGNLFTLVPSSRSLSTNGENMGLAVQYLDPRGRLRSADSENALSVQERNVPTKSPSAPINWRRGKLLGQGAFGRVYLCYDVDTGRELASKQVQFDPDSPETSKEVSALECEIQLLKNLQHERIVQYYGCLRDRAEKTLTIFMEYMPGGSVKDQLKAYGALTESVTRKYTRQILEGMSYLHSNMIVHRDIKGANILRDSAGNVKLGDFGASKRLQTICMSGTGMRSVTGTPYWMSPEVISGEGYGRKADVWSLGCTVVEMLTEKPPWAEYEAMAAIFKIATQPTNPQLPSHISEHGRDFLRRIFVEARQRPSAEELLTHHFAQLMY
UBC9 SUMO inh – inhibitors of in vitro SUMOylation cascade, primary screen, biochemical, HTRF, uHTS | HTRF SUMOylation assay, SAE1/SAE2 + UBC9 | inhibition, % at 35 µM | hit rate 0.36% among 290,000 | AID 2006, 2009; in the data active = inhibition above about 50%, passing the limit was not always enough; also: strong numbers were not always called active
Target sequence (P63279 whole entry, looked up): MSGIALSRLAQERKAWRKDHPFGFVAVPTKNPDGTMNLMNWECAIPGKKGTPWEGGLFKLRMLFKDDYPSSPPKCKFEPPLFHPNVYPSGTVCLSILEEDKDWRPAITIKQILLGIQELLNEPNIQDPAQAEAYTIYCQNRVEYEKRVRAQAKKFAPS
IDE cell activ – human IDE activators in live cells, primary screen, fluorescence polarization, HEK cells, FAbeta-B substrate; Insulin-degrading enzyme (Homo sapiens), P14735; FAbeta-B cleavage; 0% vehicle, 100% cell-free pure enzyme wells; activation, % at 5.96 µM; hit rate 0.073% among 340,000; AID 493087, 2011;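 active = activation above the mean of all tested compounds plus 3 SD, set per screening campaign, cut at about 17% in these data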
DNA FID counter – compounds displacing fluorescent DNA intercalator, primary screen, artefact control for HCV NS3 helicase inhibitor project, biochemical, FID fluorescence; DNA fluorescent intercalator displacement; inhibition, % at 7.9 µM; hit rate 0.17% among 290,000; in the data active = inhibition above about 37%;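 also: 0% = vehicle and 100% = reference compound; higher means more ethidium bromide displaced from hairpin DNA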
* = called active by the depositor. These rows are one share of the data; the hit share may differ from the screen's.

How did N#CC1=C(N)Oc2c(O)cc3ccccc3c2C1c1ccsc1 (stereo not given) do in these assays?
PHOSPHO1 inh: 7; p-CIP stab down: 6; VIM-2 inhibitor: 8.1*; IMP-1 inhibitor: 4.6*; HCV NS3 hel inh: 38*; MEKK3 PB1 HTS: 106; UBC9 SUMO inh: 18; IDE cell activ: -6; DNA FID counter: -17

How did COc1ccc2c(c1)NC(C)(C)C=C2C do in these assays?
PHOSPHO1 inh: 24; p-CIP stab down: -10; VIM-2 inhibitor: -2.2; IMP-1 inhibitor: -2.8; HCV NS3 hel inh: -13; MEKK3 PB1 HTS: 103; UBC9 SUMO inh: 14; IDE cell activ: 2; DNA FID counter: -1

How did Cc1ccc(N2NC(=O)/C(=C/c3ccc(-c4ccc(Cl)c(C(=O)O)c4)o3)C2=O)cc1 do in these assays?
PHOSPHO1 inh: 37; p-CIP stab down: -6; VIM-2 inhibitor: -4.1; IMP-1 inhibitor: -2.1; HCV NS3 hel inh: 33; MEKK3 PB1 HTS: 101; UBC9 SUMO inh: 13; IDE cell activ: 5; DNA FID counter: -13

Results for Cc1ccc(-c2cc(C(F)F)n3ncc(C(=O)N4CCCCC4c4cccnc4)c3n2)cc1 (stereo not given) ?
PHOSPHO1 inh: 8; p-CIP stab down: -24; VIM-2 inhibitor: -3.1; IMP-1 inhibitor: -1.5; HCV NS3 hel inh: 2; MEKK3 PB1 HTS: 102; UBC9 SUMO inh: 31; IDE cell activ: -5; DNA FID counter: -5

How did C[C@@H]1NC(=O)[C@H](CC(N)=O)NC(=O)c2cc([N+](=O)[O-])cc(I)c2OCC[C@@H](C(=O)NC(CC(=O)O)C(N)=O)NC1=O (stereo not given in full) do in these assays?
PHOSPHO1 inh: -9; p-CIP stab down: -7; VIM-2 inhibitor: -8.0; IMP-1 inhibitor: -5.4; HCV NS3 hel inh: 3; MEKK3 PB1 HTS: 102; UBC9 SUMO inh: 7; DNA FID counter: -24

What do the screens show for `Cc1cc2[nH]c(=O)c(=O)[nH]c2cc1S(=O)(=O)NCc1ccc(Cl)cc1`?
PHOSPHO1 inh: -14; p-CIP stab down: 7; VIM-2 inhibitor: 0.4; IMP-1 inhibitor: 1.5; HCV NS3 hel inh: 0; MEKK3 PB1 HTS: 98; UBC9 SUMO inh: 7; IDE cell activ: 5; DNA FID counter: 0

How did COC(=O)[C@@H](NC(=O)NC(C)CCc1ccccc1)C(C)C (stereo not given in full) do in these assays?
PHOSPHO1 inh: 11; p-CIP stab down: -20; VIM-2 inhibitor: -3.8; IMP-1 inhibitor: -3.4; HCV NS3 hel inh: -11; MEKK3 PB1 HTS: 94; UBC9 SUMO inh: 29; IDE cell activ: 2; DNA FID counter: -9

What do the screens show for `CCN(CC(=O)N1CCN(C)CC1)S(=O)(=O)c1ccc(Cl)cc1`?
PHOSPHO1 inh: 11; p-CIP stab down: -8; VIM-2 inhibitor: -1.9; IMP-1 inhibitor: -2.5; HCV NS3 hel inh: 0; MEKK3 PB1 HTS: 99; UBC9 SUMO inh: -19; IDE cell activ: 1; DNA FID counter: 3

How did CC(C)(C)c1ccc(NC(=O)CSc2nnc(-c3n[nH]c4ccccc34)o2)cc1 do in these assays?
PHOSPHO1 inh: -19; p-CIP stab down: 0; VIM-2 inhibitor: -4.0; IMP-1 inhibitor: -3.2; HCV NS3 hel inh: -5; MEKK3 PB1 HTS: 112; UBC9 SUMO inh: -23; IDE cell activ: 4; DNA FID counter: -7

Results for CC(=O)NNC(=S)NC(=O)C(c1ccccc1)c1ccccc1 ?
PHOSPHO1 inh: -79; p-CIP stab down: -16; VIM-2 inhibitor: -1.3; IMP-1 inhibitor: -0.6; HCV NS3 hel inh: 12; MEKK3 PB1 HTS: 97; UBC9 SUMO inh: -44; IDE cell activ: 4; DNA FID counter: -5

Results for CC1CC1C(=O)OCC(=O)Nc1ccccc1Oc1ccccc1 (stereo not given) ?
PHOSPHO1 inh: 28; p-CIP stab down: -14; VIM-2 inhibitor: -2.3; IMP-1 inhibitor: -1.7; HCV NS3 hel inh: 5; MEKK3 PB1 HTS: 113; UBC9 SUMO inh: 16; IDE cell activ: -4; DNA FID counter: -35

Results for Cc1cc(C)cc(N(C(=O)c2ccccn2)C(C(=O)NC2CCCCC2)c2cccs2)c1 (stereo not given) ?
PHOSPHO1 inh: 38; p-CIP stab down: -10; VIM-2 inhibitor: -6.0; IMP-1 inhibitor: -2.0; HCV NS3 hel inh: 1; MEKK3 PB1 HTS: 95; UBC9 SUMO inh: 8; IDE cell activ: 1; DNA FID counter: -41

Results for CCOc1ccc(N2C(=O)CC(N)C2=O)cc1 (stereo not given) ?
PHOSPHO1 inh: 2; p-CIP stab down: -4; VIM-2 inhibitor: -4.9; IMP-1 inhibitor: -5.0; HCV NS3 hel inh: -3; MEKK3 PB1 HTS: 105; UBC9 SUMO inh: 1; IDE cell activ: -14; DNA FID counter: -4

What do the screens show for `Cc1ccc(S(=O)(=O)N(C)CC(=O)N2CCN(Cc3ccccc3)CC2)cc1`?
PHOSPHO1 inh: -1; p-CIP stab down: -8; VIM-2 inhibitor: 1.6; IMP-1 inhibitor: 0.6; HCV NS3 hel inh: 13; MEKK3 PB1 HTS: 103; UBC9 SUMO inh: -4; IDE cell activ: 2; DNA FID counter: -22

Results for O=C(Nc1ccccc1Cl)N1CCN(C/C=C/c2ccccc2)CC1 ?
PHOSPHO1 inh: -2; p-CIP stab down: -4; VIM-2 inhibitor: -1.8; IMP-1 inhibitor: -1.8; HCV NS3 hel inh: 0; MEKK3 PB1 HTS: 97; UBC9 SUMO inh: -14; IDE cell activ: -1; DNA FID counter: 0

How did COc1ccc(CNC(=O)c2c(C)nc3ccccn23)cc1 do in these assays?
PHOSPHO1 inh: 8; p-CIP stab down: -30; VIM-2 inhibitor: -1.4; IMP-1 inhibitor: -2.1; HCV NS3 hel inh: -3; MEKK3 PB1 HTS: 108; UBC9 SUMO inh: 12; IDE cell activ: 3; DNA FID counter: -2

Results for Cc1ccc(C=Nc2ccccc2C(N)=O)o1 ?
PHOSPHO1 inh: 5; p-CIP stab down: -4; VIM-2 inhibitor: 1.4; IMP-1 inhibitor: -0.8; HCV NS3 hel inh: 6; MEKK3 PB1 HTS: 96; UBC9 SUMO inh: -2; IDE cell activ: -6; DNA FID counter: -1

How did CC(C)(Oc1ccc(Cl)cc1)C(=O)O/N=C(\N)c1ccncc1 do in these assays?
PHOSPHO1 inh: 49; p-CIP stab down: -11; VIM-2 inhibitor: -1.2; IMP-1 inhibitor: -1.8; HCV NS3 hel inh: 4; MEKK3 PB1 HTS: 103; UBC9 SUMO inh: -2; IDE cell activ: 3; DNA FID counter: -28

How did CN1CCC(=O)N([C@H](CO)Cc2ccccc2)CC1 do in these assays?
PHOSPHO1 inh: -13; p-CIP stab down: -7; VIM-2 inhibitor: -2.0; IMP-1 inhibitor: -2.1; HCV NS3 hel inh: 28; MEKK3 PB1 HTS: 101; UBC9 SUMO inh: 13; IDE cell activ: 1; DNA FID counter: -11

How did Cc1nc2cc(-c3ccccc3)nn2c(C)c1CCC(=O)NCc1ccco1 do in these assays?
PHOSPHO1 inh: 1; p-CIP stab down: -13; VIM-2 inhibitor: -3.1; IMP-1 inhibitor: -6.2; HCV NS3 hel inh: 6; MEKK3 PB1 HTS: 103; UBC9 SUMO inh: -14; IDE cell activ: -1; DNA FID counter: -13

Results for COc1ccc(C)cc1S(=O)(=O)N1CCN(S(=O)(=O)c2cc(C(=O)O)ccc2C)CC1 ?
PHOSPHO1 inh: 14; p-CIP stab down: -3; VIM-2 inhibitor: -1.5; IMP-1 inhibitor: -4.2; HCV NS3 hel inh: 7; MEKK3 PB1 HTS: 100; UBC9 SUMO inh: 0; IDE cell activ: -7; DNA FID counter: -31

What do the screens show for `Cc1cc(C(C)(C)C)n2nc(C)c(-c3ccccc3)c2n1`?
PHOSPHO1 inh: 42; p-CIP stab down: 5; VIM-2 inhibitor: -1.8; IMP-1 inhibitor: -1.0; HCV NS3 hel inh: -14; MEKK3 PB1 HTS: 101; UBC9 SUMO inh: 17; IDE cell activ: 2; DNA FID counter: -3

How did C/C=C\C=C/C(=O)Nc1cccc(C2=NOC3(C2)C[C@@H](C(N)=O)N(C(=O)/C=C/C=C\C)C3)c1 (stereo not given in full) do in these assays?
PHOSPHO1 inh: 22; p-CIP stab down: 0; MEKK3 PB1 HTS: 98; UBC9 SUMO inh: -6; IDE cell activ: -3

Results for COC(=O)c1ccccc1NC(=O)C1CCN(C(=O)c2ccc(OC)cc2)CC1 ?
PHOSPHO1 inh: 24; p-CIP stab down: -16; VIM-2 inhibitor: -2.2; IMP-1 inhibitor: -1.8; HCV NS3 hel inh: -8; MEKK3 PB1 HTS: 97; UBC9 SUMO inh: -4; IDE cell activ: 4; DNA FID counter: -35

How did O=S(=O)(c1ccccc1)N1CCN(c2ncnc3sc(-c4ccccc4)cc23)CC1 do in these assays?
PHOSPHO1 inh: -2; p-CIP stab down: -8; VIM-2 inhibitor: -3.3; IMP-1 inhibitor: -2.1; HCV NS3 hel inh: 0; MEKK3 PB1 HTS: 99; UBC9 SUMO inh: 6; IDE cell activ: 2; DNA FID counter: 0

How did CC(=O)c1ccc(NC(=O)CN2CCOCC2)cc1 do in these assays?
PHOSPHO1 inh: 51; p-CIP stab down: -2; VIM-2 inhibitor: 0.8; IMP-1 inhibitor: -3.1; HCV NS3 hel inh: 1; MEKK3 PB1 HTS: 98; UBC9 SUMO inh: 2; IDE cell activ: 6; DNA FID counter: -2

How did COc1ccc(COc2ccc3c(C)cc(=O)oc3c2)cc1 do in these assays?
PHOSPHO1 inh: 30; p-CIP stab down: -15; VIM-2 inhibitor: -1.5; IMP-1 inhibitor: -3.4; HCV NS3 hel inh: -1; MEKK3 PB1 HTS: 104; UBC9 SUMO inh: 14; IDE cell activ: 5; DNA FID counter: -19

Looked up one by one from the list above:
Results for Cc1ccc(-c2cc(C(F)F)n3ncc(C(=O)N4CCCCC4c4cccnc4)c3n2)cc1 (stereo not given) ?
PHOSPHO1 inh: 8; p-CIP stab down: -24; VIM-2 inhibitor: -3.1; IMP-1 inhibitor: -1.5; HCV NS3 hel inh: 2; MEKK3 PB1 HTS: 102; UBC9 SUMO inh: 31; IDE cell activ: -5; DNA FID counter: -5

How did CC(=O)c1ccc(NC(=O)CN2CCOCC2)cc1 do in these assays?
PHOSPHO1 inh: 51; p-CIP stab down: -2; VIM-2 inhibitor: 0.8; IMP-1 inhibitor: -3.1; HCV NS3 hel inh: 1; MEKK3 PB1 HTS: 98; UBC9 SUMO inh: 2; IDE cell activ: 6; DNA FID counter: -2
